D1 ag: human D1 receptor agonism. HEK293 T-REx D1 cells, calcium flux, agonist mode. activation, % at 2 µM. hit rate 1% among 360,000; in the data active = activation above about 30%; note: 0% is about no effect
Target sequence (P21728 whole entry, looked up): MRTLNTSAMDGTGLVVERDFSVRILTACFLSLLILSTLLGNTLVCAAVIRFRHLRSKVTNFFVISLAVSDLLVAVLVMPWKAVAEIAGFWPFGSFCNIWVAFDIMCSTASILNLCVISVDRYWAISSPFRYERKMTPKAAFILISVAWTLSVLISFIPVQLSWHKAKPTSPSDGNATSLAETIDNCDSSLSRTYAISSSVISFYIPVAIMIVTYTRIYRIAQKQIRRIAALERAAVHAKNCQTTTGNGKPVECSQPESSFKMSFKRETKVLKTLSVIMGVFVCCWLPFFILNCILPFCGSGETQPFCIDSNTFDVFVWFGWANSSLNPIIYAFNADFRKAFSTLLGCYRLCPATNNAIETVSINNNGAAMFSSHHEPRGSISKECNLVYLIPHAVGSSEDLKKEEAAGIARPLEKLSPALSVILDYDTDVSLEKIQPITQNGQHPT
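Agonism was scored from calcium flux recorded over 180 s (1 read/s) after pintool compound addition, following a 10-cycle baseline. Cells were inducible force-coupled HEK293 TREx D1, plated overnight at 30 C and loaded with no-wash calcium dye.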
RXFP1 ag: RXFP1 (human) receptor agonism; Q9HBX9; AID 2676; Potency, µM (top dose mostly 57.5 µM), without a hit: at the highest dose activation, actives largely listed as activators; hit rate 0.3% among 370,000; HEK293T-RXFP1 cAMP TR-FRET, 30 min; response scale: percent of porcine relaxin response, buffer zero; note: potency is the fitted concentration of half-maximal effect; % is set by controls: 0 for no effect and ±100 for the full control effect; nearly all actives have a fitted effect of over 60% in size; many of its hits are not listed in these tables
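HEK293T cells stably expressing RXFP1 were pretreated with the PDE4 inhibitor Ro 20174, exposed to compounds for 30 min at 37C, lysed, and cAMP was read by TR-FRET. Data normalized to buffer (basal) and 29 nM porcine relaxin (100%).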
Vif-A3G inh: inhibitors of Vif-APOBEC3G interaction; Q9HC16; HeLa A3G-eYFP + Vif (tagged APOBEC3G with the HIV-1 protein that degrades it), YFP fluorescence, overnight; Potency, µM (titrated, usually from 46.1 µM), for the others: at the top dose activity, negative = active, usual class: inhibitors; hit rate 0.076% among 410,000; AID 602310;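 note: potency is the fitted concentration of half-maximal effect; % is set by controls: 0 for no effect and ±100 for the full control effect; nearly all actives have a fitted effect of over 60% in size; hits raise eYFP signal because A3G escapes Vif-driven loss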
Target sequence (Q9HC16 whole entry, looked up): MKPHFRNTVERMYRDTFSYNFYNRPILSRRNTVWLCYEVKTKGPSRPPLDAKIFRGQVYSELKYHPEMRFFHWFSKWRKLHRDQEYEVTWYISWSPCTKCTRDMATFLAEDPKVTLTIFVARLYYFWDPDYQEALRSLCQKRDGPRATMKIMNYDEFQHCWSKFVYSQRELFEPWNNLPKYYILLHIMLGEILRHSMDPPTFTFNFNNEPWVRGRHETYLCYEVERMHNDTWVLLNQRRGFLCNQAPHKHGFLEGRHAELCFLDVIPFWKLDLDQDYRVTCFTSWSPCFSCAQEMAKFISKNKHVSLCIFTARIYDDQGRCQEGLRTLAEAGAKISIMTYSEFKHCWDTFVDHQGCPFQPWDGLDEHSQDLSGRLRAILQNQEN
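HeLa cells stably expressing Vif and C-terminally eYFP-tagged A3G, seeded overnight at 37 deg C, then exposed to compound by pintool overnight at 37 deg C. Rise in yellow fluorescence (Ex 488/Em 500-530, Acumen) marks blocked Vif-driven A3G degradation.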
RXFP1 antag: blocks the human relaxin receptor RXFP1; Q9HBX9; HEK293-RXFP1, relaxin-stimulated cAMP HTRF, 30 min; active compounds read low; activity change, negative = inhibition, % at 57.5 µM; hit rate 0.59% among 350,000; AID 1259400;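 active = activity change of -60% or lower, but not beyond a set lower limit; inconclusive = change between -60% and -40%, or beyond the set limit; inactive = change above -40%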; note: % is set by controls: 0 for no effect and ±100 for the full control effect
D1 potentiator: human D1 dopamine receptor positive modulation; potentiation, % at 10 µM; HEK293 TREx D1 cells, calcium flux, dopamine EC20 potentiation; hit rate 0.036% among 360,000; AID 504651; P21728; in the data active = potentiation above about 30%; note: 0% is about no effect
Vif-A3F inh: inhibitors of Vif-A3F interaction; HeLa A3F-eYFP + Vif (tagged APOBEC3F with the HIV-1 protein that degrades it), YFP fluorescence increase; Potency, µM (highest dose often 46.1 µM), for inactives: top-dose activity, negative = active; hit rate 0.2% among 390,000; AID 602313; note: potency is the fitted concentration of half-maximal effect; % of control where 0% means no effect; nearly all actives have a fitted effect of over 65% in size
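HeLa cells stably expressing A3F-eYFP plus Vif, plated and incubated overnight at 37 deg C, then exposed to compounds overnight at 37 deg C. Blocked degradation read as raised yellow fluorescence (Ex 488/Em 500-530).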
Glioma ERSR ind: induces the endoplasmic reticulum stress response in human glioma cells. U87-MG GRP78 promoter luciferase reporter, 16 h. Potency, µM, for the others: at the highest dose activation, actives largely listed as activators. hit rate 0.02% among 420,000; note: potency is the fitted concentration of half-maximal effect; series mostly up to about 76 µM; % of control where 0% means no effect; nearly all actives have a fitted effect of over 35% in size
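Stably transfected U87-MG glioma cells carrying a GRP78-based luciferase sensor; 16 h compound incubation. Luminescence end-point read 10 min after Bright-Glo addition at room temperature.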
D2 PAM: positively modulates the human D2 dopamine receptor allosterically. HEK293 T-REx D2, calcium flux, EC20 dopamine potentiation. potentiation, % at 10 µM. hit rate 0.34% among 340,000. P14416;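 active = potentiation over 3 SD above the plate norm, cut at about 30% in these data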; note: 0% is about no effect
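Calcium flux readout, no-wash dye, 1 read/s. Inducible HEK293 Trex D2 line, overnight 30 C. Compound alone 180 s (agonist flags), then EC20 dopamine, another 180 s to score potentiation.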
D1 antagonist: human D1 dopamine receptor antagonism. P21728. HEK293 TREx D1 cells, calcium flux, dopamine EC80; active compounds read low. activity change, negative = inhibition, % at 10 µM. hit rate 3.2% among 360,000. AID 504652; in the data active = activity change below about -30%; note: % is set by controls: 0 for no effect and ±100 for the full control effect
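Tetracycline-induced HEK293 Trex D1 cells, force-coupled to calcium, dye-loaded; compounds added and read 180 s, then EC80 dopamine added and calcium flux tracked kinetically another 180 s.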
Starred values were filed as active, the others as inactive; ? = inconclusive; . = no result given; & = joins results of further samples. Unless noted, calls come from the whole dose curve; as a rule, active = well fitted curve in the direction sought with a large enough effect; inconclusive = small, poorly fitted or top-dose-only effect, or another doubt; inactive = no such curve, though single readings can be large; an effect the other way counts as inactive or inconclusive. Not all compounds are listed; the hit share may differ from the screen's.

SMILES	D1 ag	RXFP1 ag	Vif-A3G inh	RXFP1 antag	D1 potentiator	Vif-A3F inh	Glioma ERSR ind	D2 PAM	D1 antagonist
O=C1CC(c2ccc(Br)cc2)c2c(ccc3ccccc23)N1 (centres undefined)	2	2.0%	-4%	?	3	-2%	-4%	13	17
O=C(c1cccc(Br)c1)N1CCN(c2cnn(-c3ccccc3)c(=O)c2Cl)CC1	-2	4.4%	0%	-23	-2	-12%	-1%	0	-1
CCC(=O)n1nc(-c2cccnc2)nc1NCc1ccc(OC)cc1	4	3.0%	1%	-1	-3	-10%	2%	23	3
Clc1ccc2nncn2n1	3	1.6%	0%	9	0	-10%	-4%	2	-6
COc1cc(NC(=O)c2ccc(N)nc2)cc(C(=O)Nc2cccc(C(F)(F)F)c2)c1	2	3.8%	-23%&-14%	-5	2	-5%&-1%	2%&3%	-6	2
CC(CCc1ccccc1)NC(=O)c1ccccc1Cl (centres undefined)	0	1.5%	2%	-74*	-7	16%	2%	-3	5
COC(=O)c1ccc(CN2CCN(C(C)C)C(CCO)C2)cc1 (centres undefined)	4	-0.1%	1%	0	1	1%	-3%	-6	-2
CCOC(=O)Cn1ccc(NC(=O)COc2ccc(F)cc2F)n1	1	0.9%	6%	19	-2	-1%	-2%	6	23
CC(C)(C)NC(=O)/C=N/O	2	-0.9%	-2%	-12	-5	-1%	-5%	-6	-6
Cc1cc(C)cc(NC(=O)Cc2csc(C)n2)c1	1	-1.4%	-14%	10	0	0%	-1%	-1	6
O=C1C2C3C=CC(C4CC34)C2C(=O)N1/N=C/c1ccc(-c2ccc(Cl)cc2[N+](=O)[O-])o1 (centres undefined)	0	2.1%	-11%	-13	-7	-12%	4%	-14	-19
O=C(NCCc1ccccc1)C1CCC(=O)N(CCCN2CCCC2=O)C1 (centres undefined)	2	-0.5%	0%	3	0	-2%	3%	-4	-3

Copied from the list:
COc1cc(NC(=O)c2ccc(N)nc2)cc(C(=O)Nc2cccc(C(F)(F)F)c2)c1 | Vif-A3G inh: -23%&-14%
CCOC(=O)Cn1ccc(NC(=O)COc2ccc(F)cc2F)n1 | D1 ag: 1

(listing goes on)
SMILES	D1 ag	RXFP1 ag	Vif-A3G inh	RXFP1 antag	D1 potentiator	Vif-A3F inh	Glioma ERSR ind	D2 PAM	D1 antagonist
COC(C(=O)NNS(=O)(=O)c1ccccc1[N+](=O)[O-])c1ccccc1 (centres undefined)	0	-3.3%	4%	-2	-3	0%	13%	7	2
CCc1ccc2[nH]c(=O)c(CN(CCN3CCOCC3)C(=O)Nc3ccccc3F)cc2c1	4	2.1%	-6%	6	-5	5%	8%	6	-1
CCC(=O)Nc1nnc(-c2cccs2)s1	0	6.7%	0%	-21	3	4%	8%	3	-1
CC(C)CC(=O)c1c[nH]c(C(=O)N2CCN(Cc3ccccc3)CC2)c1	0	0.7%	2%	8	3	4%	-7%	1	-19
Cc1cccc(NC(=O)CN2C(=O)c3ccccc3Sc3ncccc32)c1C	1	2.0%	-4%	.	3	0%	-3%	4	0
O=C(Nc1cccc(S(=O)(=O)Nc2ccccc2Cl)c1)c1ccc(Cl)nc1	8	-0.1%	-3%	-5	-1	0%	-3%	-6	-17
COc1ccc2c(n1)Sc1nc3ccccc3nc1N2	262*	0.9%	?	11	2	?	15%	-5	-24
Cn1nccc1C(=O)Nc1ccccc1C(=O)O	1	-0.3%	-2%	-3	-1	-21%	-1%	11	1
COc1ccc(N2C(=O)CN=C2Nc2nc(C)cc(C)n2)cc1OC	1	-0.2%	1%	-3	-4	-2%	-5%	-30	-1
Cc1ccc(CNC(=O)c2ccc3c(=O)n(CC4CCCO4)c(=S)[nH]c3c2)cc1 (centres undefined)	0	0.4%	3%	-14	-4	-3%	2%	23	4
COc1ccc(OCC(=O)NCc2n[nH]c(=O)c3ccccc23)cc1	2	3.7%	1%	-17	-9	-3%	0%	0	10
CSc1ncc(Cl)c(C(=O)N(Cc2ccc(C)cc2)C2CCS(=O)(=O)C2)n1 (centres undefined)	-1	1.0%	-3%	.	1	1%	-1%	-10	-4
O=C(O)CCN=C1CCCc2ccccc2N1	4	-0.7%	0%	-10	2	-4%	-3%	1	-6
CCC1S/C(=N/N=C/c2ccco2)N(Cc2ccccc2C)C1=O (centres undefined)	1	0.0%	-15%	-1	4	10%	-5%	-3	4
Cc1ccc(NC(=S)NN2CCN(C)CC2)cc1	1	0.8%	-1%	2	5	1%	-2%	-3	-2
O=C(O)CCC(=NNC(=O)c1cccc(S(=O)(=O)N2CCCCC2)c1)c1ccccc1	.	.	0%	-12	.	-1%	1%	.	.
COc1cccc(CNC(=O)c2cccc(Br)c2)c1	1	-0.3%	0%	-8	0	0%	-3%	-11	-5
O=c1c2c(nc3c(-c4cccc(Br)c4)c[nH]n13)CCCC2	2	3.2%	0%	-1	-2	-7%	-1%	-13	7
O=C(CON=C1c2ccccc2-c2ccccc21)NC12CC3CC(CC(C3)C1)C2	1	5.8%	-11%	-11	1	-8%	-4%	-2	8
CCOc1ccc(-c2nnc(SCC(=O)NC(C)(C)C)nc2-c2ccc(OCC)c(OC)c2)cc1OC	2	7.0%	-5%	6	-1	0%	4%	11	-5
O=S(=O)(Nc1ncnc2sc3c(c12)CCC3)c1cc(F)ccc1F	2	0.4%	-7%	1	-3	-2%	-2%	1	9
CCCn1cnc2scc(-c3ccc(C)c(C)c3)c2c1=O	5	3.6%	-1%	4	-3	?	0%	9	-1
O=C(c1ccco1)N1CCC(c2nc3c(nnn3Cc3c(Cl)cccc3Cl)c(=O)[nH]2)CC1	3	-0.7%	2%	1	6	14%	-5%	4	9
CCN(C(=O)CCCCC(=O)N(CC)c1ccccc1)c1ccccc1	.	.	1%	7	.	11%	-2%	.	.
NC(=O)C1(C(N)=O)OC1c1ccc(Cl)c(Cl)c1 (centres undefined)	1	11%	-1%	3	1	-1%	-1%	1	-1
CCOCCCNC(=O)CCNC(=O)c1cc(OC)c(OC)c(OC)c1	3	0.1%	-1%	9	6	-1%	-5%	5	13
CCC(=O)N(CCc1ccccc1)Cc1cc2cc(C)ccc2[nH]c1=O	4	-0.5%	1%	4	1	1%	5%	9	14
Nc1c(C(=O)NCCN2CCOCC2)c2nc3ccccc3nc2n1-c1cccc(F)c1	1	1.9%	0%	-14	-11	1%	-4%	0	-48*
O=C(CC1C(=O)NCCN1Cc1ccccc1)NCCCOc1cccnc1 (centres undefined)	0	0.4%	0%	3	5	4%	-2%	-3	2
COc1ccc(-c2[nH]nc3c2C(c2ccoc2)C(C#N)=C(N)O3)cc1 (centres undefined)	0	-5.6%	0%	3	0	0%	2%	-4	-5
COc1cc(C(=O)NCC(=O)OCC(=O)c2cccc3ccccc23)cc(OC)c1OC	1	5.9%	-6%	6	-4	-4%	3%	6	-11
CC1(C)CC(=O)C=C(NCC(=O)O)C1	4	-0.6%	-2%	2	-2	-20%	2%	7	0
Cc1ccc(NC(=O)CSc2ncccc2C(=O)Oc2cccc([N+](=O)[O-])c2)cc1Cl	3	0.1%	1%	-6	-5	-17%	4%	4	7
CC(C)c1ccc(C2c3[nH]c4ccccc4c3C[C@H]3C(=O)N(c4ccccc4C(=O)N4CCC[C@H]4C(=O)O)C(=O)N23)cc1 (some centres undefined)	2	0.2%	-3%	.	0	2%	-1%	0	-2
COc1ccc(/C=C/C(=O)Nc2cc(=O)n(C)c(=O)n2C)cc1	1	16%	-2%	11	-3	8%	5%	-4	-7
CCOc1ccc(OCC)c(NC(=O)CN2CCN(C(=O)c3ccco3)CC2)c1	2	1.1%	-13%	-5	-3	-9%	-4%	-1	-5
CC(C)(C)NC(=O)c1c(F)c(F)c(F)c(F)c1F	4	2.8%	2%	-8	-3	0%	-6%	2	1
O=C(Nc1ccc(Br)cc1)C1C2C=CC3(O2)C1C(=O)N(CCN1CCCCC1)C3C(=O)NC1CCCCC1 (centres undefined)	0	-2.1%	-1%	-3	4	-29%	-2%	-8	1
O=[n+]1c2c(n([O-])c3c1CCC3)CCCC2	1	0.2%	1%	5	-2	10%	-5%	6	5
O=C(NC(=S)Nc1cc([N+](=O)[O-])ccc1O)c1ccc2c(c1)OCO2	3	-0.7%	-14%	-13	0	-7%	-8%	5	0
CC(C(=O)Nc1ccccc1F)N1CCN(S(=O)(=O)c2ccc(C(F)(F)F)cc2)CC1 (centres undefined)	3	0.3%	-7%	-8	-4	-4%	-1%	12	2
Cc1ccc(-c2nc(SCC(=O)NCC3CCCO3)c(-c3ccccc3)[nH]2)cc1 (centres undefined)	-1	0.6%	?	-12	-2	2%	1%	-22	-18
CCOC(=O)c1ccc(NC(=O)CN(c2ccc(C)cc2)S(=O)(=O)c2c(C)n[nH]c2C)cc1	6	0.6%	5%	-4	-4	-4%	4%	.	-7
Cc1ccc(/C=C2/NC(=O)N(Cc3ccccc3)C2=O)s1	29	-2.3%	?	-5	-1	22µM*	6%	12	-40*
C/C=C/c1ccc(OCCOc2ccc(C=O)cc2OC)c(OC)c1	9	-0.3%	-3%	-4	-10	11%	-3%	-4	3
O=C(O)C1C2CC3OC(=O)C1C3C2 (centres undefined)	.	.	3%	-2	.	2%	-2%	.	.
COc1cccc(CNS(=O)(=O)/C=C/c2ccc(OC)c(OC)c2)c1	0	1.0%	1%	2	3	4%	-3%	12	16
Cc1cccc(NS(=O)(=O)c2ccc(C(=O)NCC(C)(C)N3CCOCC3)cc2)c1C	8	4.8%	0%	-17	-8	-3%	-5%	9	23
COc1cc(-c2nn3c(C4CCCCC4)nnc3s2)cc(OC)c1OC	2	2.9%	-5%	8	-2	.	-3%	7	-2
Cc1ccc(Oc2cnc3ccccc3n2)cc1	3	0.9%	-2%	-10	1	-8%	2%	-6	1
